Source: PubChem BioAssay (several laboratories)
Lipid droplet – inhibitors of hepatocyte lipid droplet formation, primary screen, imaging, high-throughput imaging, BODIPY stain; AML12 mouse hepatocytes, oleate lipid droplets; inhibition, % at 6.5 µM; 240,000 compounds, 0.4% hits; AID 1656, 2009;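 active = lipid droplet intensity inhibited by at least 50%, with more than 500 cells counted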
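Material: mouse AML12 hepatocyte cell line, fixed after treatment; Timing: compound with oleate, overnight; Technique: high-content imaging of BODIPY-stained droplets and DAPI nuclei; Probe or stimulus: oleate, 100 µM final; Dosing: compound at 6.5 µM only.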
GPR55 activation – GPR55 agonists via beta-arrestin recruitment, primary screen, imaging, U2OS cells, beta-arrestin-GFP redistribution (AID 1961) | 290,000 compounds, 0.048% hits | U2OS GPR55 beta-arrestin-GFP redistribution imaging; higher % means a stronger effect | activation, % at 10 µM, or EC50 in µM where a hit was titrated | G-protein coupled receptor 55 (Homo sapiens);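 active = activation above 40% with more than 50 cells counted in the well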;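 also: U2OS osteosarcoma cells stably expressing GPR55 and beta-arrestin-GFP; plate controls were DMSO negative control for no effect and LPI positive control for full effect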
NTR1 ag – agonists of NTR1, primary screen, imaging, U2OS cells, beta-arrestin-GFP, high content (AID 493036). activation, % at 20 µM. 330,000 compounds, 0.17% hits. Neurotensin receptor type 1 (Homo sapiens), P30989. NTR1-U2OS beta-arrestin-GFP spot imaging, agonist mode;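 active = activation at or above 40% of the spot to cytoplasm intensity ratio, with at least 20 cells analyzed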;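 also: 0% = DMSO without peptide and 100% = 100 nM NTR1 peptide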
Target sequence (P30989 whole entry, looked up): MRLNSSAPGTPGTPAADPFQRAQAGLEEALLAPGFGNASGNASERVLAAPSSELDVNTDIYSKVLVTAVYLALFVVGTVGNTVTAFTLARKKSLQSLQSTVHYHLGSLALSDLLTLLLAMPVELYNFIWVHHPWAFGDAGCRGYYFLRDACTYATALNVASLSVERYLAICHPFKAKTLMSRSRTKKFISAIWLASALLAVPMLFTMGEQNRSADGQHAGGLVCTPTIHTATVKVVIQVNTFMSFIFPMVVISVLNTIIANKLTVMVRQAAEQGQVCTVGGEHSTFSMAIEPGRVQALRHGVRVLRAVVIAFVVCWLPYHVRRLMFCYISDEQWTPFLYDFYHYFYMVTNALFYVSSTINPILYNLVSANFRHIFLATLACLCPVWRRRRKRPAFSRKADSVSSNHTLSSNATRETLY
LYP phosphatase – inhibitors of LYP phosphatase, biochemical, fluorescence intensity, uHTS (AID 1779) | Tyrosine-protein phosphatase non-receptor type 22 (Homo sapiens) | recombinant LYP phosphatase, fluorescence intensity; higher % means a stronger effect | inhibition, % at 11.5 µM; hits with a dose series show IC50 in µM | 290,000 compounds, 0.054% hits; in the data active = inhibition above about 50%;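 also: plate controls were vehicle with enzyme for no effect and no enzyme for full effect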
T cell HTS – modulators of CD8 T cell-vesicle binding, primary screen, mouse 2C CD8+ T cells, flow cytometry; 330,000 compounds, 0.068% hits; 2C CD8+ T cell-vesicle binding; active compounds read low; calls only at 7 µM;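 active = response, share of CD8 T cells binding vesicles, and their 90th percentile fluorescence all below set limits, cut at about 80% in these data, passing the limit was not always enough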
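Material: 2C TCR transgenic mouse naive CD8+ T cells, MACS-purified. Also added: QL9-charged Drosophila Ld/ICAM-1/B7-1 vesicles. Timing: binding 1.5 h at 37 °C. Measured by: high-throughput flow cytometry with anti-B7-1 and anti-CD8 staining. Read-out: percent CD8+ FL2 mean versus row control. Controls: Unloaded micro-vesicles (low), QL9 vesicles with 0.7% DMSO (high).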
GPR55 LPI antagonism – GPR55 antagonists blocking LPI-driven arrestin recruitment, primary screen, imaging, U2OS, beta-arrestin-GFP, LPI agonist (AID 2013) | G-protein coupled receptor 55 (Homo sapiens) | U2OS GPR55 beta-arrestin-GFP translocation imaging, LPI antagonism; higher % means a stronger effect | inhibition, % at 10 µM, or IC50 in µM where a hit was titrated | 290,000 compounds, 0.13% hits;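 active = spots per cell inhibited over 60%, with over 100 cells counted and total cytoplasm intensity under 500,000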;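 also: U2OS cells stably carrying GPR55 and arrestin-GFP stimulated by 5 µM LPI near EC80; imaged beta-arrestin-GFP aggregate spots per cell after agonist stimulation; plate controls were LPI-stimulated DMSO wells for no effect and DMSO wells without LPI for full effect; some results filed as inactive read as strong as hits; confirmed hits need IC50 under 10 µM and bright autofluorescent wells are also inconclusive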
Large T inhibition – SV40 large T antigen inhibitors, biochemical (AID 1903); inhibition, % at 20 µM; hits with a dose series show IC50 in µM; SV40 large T antigen ATPase/helicase inhibition assay; higher % means a stronger effect; 310,000 compounds, 0.39% hits; in the data active = a potency from the dose series; also: strong numbers were not always called active
GPR35 antagonists – GPR35 antagonists blocking zaprinast-driven arrestin recruitment, primary screen, imaging, U2OS, beta-arrestin-GFP, zaprinast agonist (AID 2058); G-protein coupled receptor 35 (Homo sapiens); U2OS GPR35 beta-arrestin-GFP translocation imaging, zaprinast antagonism; higher % means a stronger effect; inhibition, % at 10 µM; hits with a dose series show IC50 in µM; 290,000 compounds, 0.052% hits;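 active = inhibition of at least 50% with at least 30 cells and total cytoplasm GFP at most 10,000,000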
MgcRacGAP inhibition – MgcRacGAP GTPase-activating activity inhibitors, confirmation, biochemical, ADP Hunter fluorescence; MgcRacGAP-stimulated Rac1 GTP hydrolysis, ADP Hunter fluorescence; higher % means a stronger effect; GST-tagged Rac1 F28L mutant substrate; one-dose inhibition, % at 30 µM; IC50 in µM for titrated hits; AID 624330, 2012; 340,000 compounds, 0.6% hits; Rac GTPase-activating protein 1 (Homo sapiens);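 active = first-screen hits whose inhibition reached a set limit at any dose in the follow-up dose series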;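 also: fluorescence reports GDP produced by GAP-driven GTP hydrolysis; strong numbers were not always called active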
Lipid droplet cells 6.5 µM – recorded beside Lipid droplet, whose call it bears; cell count; measured here: cell count, cytotoxicity flag;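 cells counted across two imaged fields per well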
T cell HTS vesicle-bound % – recorded beside T cell HTS, whose call it bears; double positive events, %; measured here: CD8+ vesicle-bound cell fraction;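 binding gate set so that unloaded-vesicle control wells show 10% double positive cells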
NTR1 ag cell count 20 µM – further read-out of NTR1 ag, marked with its call; cell count; measured here: cell count, cytotoxicity flag
* = called active by the depositor; i = inactive; . = no result given; & = joins results of further samples. Compounds as they come; overall some 1.8% were active at least once.

The line under a structure holds: NTR1 ag, GPR55 activation, LYP phosphatase, Lipid droplet, T cell HTS vesicle-bound %, T cell HTS, NTR1 ag cell count 20 µM, GPR55 LPI antagonism, MgcRacGAP inhibition, Large T inhibition, GPR35 antagonists, Lipid droplet cells 6.5 µM
COc1ccc(Cc2nnc(NC(=O)c3ccco3)s2)cc1OC
  0.2, -0.1%, -5%, ., 5, i, 60, 5%, 6%, 0%, 10%, .
CCOc1ccccc1N(CC(=O)NC1CCCC1)S(=O)(=O)c1ccc(C)cc1
  0.3, 0.3%, -4%, -27, 23, i, 71, 2%, 2%, -27%, 10%, 865
CC(=O)CC1(O)C(=O)N(CN2CCN(c3ccccc3)CC2)c2ccccc21 (stereo not given)
  -0.3, 0.7%, -6%, ., 20, i, 39, 14%, 10%, 9%, 13%, .
O=C1c2ccccc2C(=O)c2c1ccc1c(=O)n(-c3ccccc3)[nH]c21
  -1.9, 0.8%, -2%, -16, 58, i, 47, -3%, 7%, 12%, 3%, 659
CCN(C(=O)COC(=O)/C=C/c1c(C)nn(Cc2ccc(C)cc2)c1C)C1CCS(=O)(=O)C1 (stereo not given)
  0.9, 0.1%, -5%, 13, 61, i, 32, 4%, 4%, 6%, 4%, 710
COc1cccc(-c2nc(NCC3CCCO3)c3ccccc3n2)c1O (stereo not given)
  5.8, 0.1%, -5%, 27, 42, i, 64, 1%, 9%, 5%, -8%, 658
Cc1ccc(NC(=O)C(C)NS(=O)(=O)c2ccc(F)cc2)cc1C (stereo not given)
  4.4, -0.1%, -2%, -2, 37, i, 58, -2%, 11%, 3%, -15%, 726
COCCCNC(=O)/C=C1\Sc2ccccc2N(Cc2ccccc2F)C1=O
  -1.5, 0.0%, -8%, 2, 45, i, 19, -1%, -3%, 7%, 18%, 723
N#C/C(=C/c1ccc([N+](=O)[O-])cc1)C(=O)Nc1ccccc1O
  1.5, 0.6%, -6%, 5, 19, i, 77, 10%, 12%, 2%, -15%, 359
O=C(NCCN1CCOCC1)c1c(O)nc2ccccn2c1=O
  0.3, -0.1%, -10%, -1, 8, i, 63, -7%, -23%, 3%, 5%, 762
COc1cc(C)nc(Oc2ccc(OCc3ccccc3)nn2)n1
  -0.5, -0.2%, -5%, 0, 25, i, 86, 0%, 11%, -3%, 0%, 785
Cc1ccc(NC(=O)Cn2c([N+](=O)[O-])cnc2C)cc1
  -0.8, 0.1%, -2%, -3, 5, i, 57, 1%, 6%, 3%, 6%, 622
Cc1ccc2[nH]c(=O)c(COC(=O)C3CCCO3)cc2c1 (stereo not given)
  1.0, -0.2%, -5%, ., 58, i, 70, -6%, 10%, 7%, -8%, .
Cc1nc(-c2cc(C#N)c(Sc3ccc(Cl)cc3Cl)nc2C)cs1
  1.2, -0.1%, -6%, 1, 50, i, 47, 0%, -6%, -1%, 3%, 732
Cc1ccc(-c2nnc(-n3ncc(C#N)c3N)c3ccccc23)cc1C
  1.6, -0.1%, 1%, 22, 61, i, 87, 2%, 6%, 16%, 2%, 620
COc1ccc(/C=N\NC(=O)CC(=O)Nc2cccc(Cl)c2)cc1OC
  0.5, -0.2%, 2%, 5, 27, i, 55, -8%, 5%, 4%, -4%, 726
COC(=O)c1scc(C)c1N/N=C(\C)c1cc(F)c(Cl)cc1F
  5.1, -0.1%, -4%, 3, 42, i, 71, 7%, 5%, 8%, -9%, 777
COc1ccc(-c2ccc(SC)nn2)cc1
  -0.1, 0.6%, -5%, 6, 30, i, 64, 0%, 10%, 8%, 3%, 669
CC(CCc1ccccc1)NC(=O)C1CCN(S(=O)(=O)c2ccc(F)cc2)CC1 (stereo not given)
  2.7, -0.1%, -4%, 4, 45, i, 42, 6%, 8%, 6%, 6%, 695
CCOC(=O)CN1CCS(=O)(=O)CC1
  1.4, 0.1%, -7%, -12, 4, i, 38, 2%, 3%, 15%, -2%, 686

3 of the compounds above, bar-delimited:
Molecule | NTR1 ag | GPR55 activation | LYP phosphatase | Lipid droplet | T cell HTS vesicle-bound % | T cell HTS | NTR1 ag cell count 20 µM | GPR55 LPI antagonism | MgcRacGAP inhibition | Large T inhibition | GPR35 antagonists | Lipid droplet cells 6.5 µM
CCOc1ccccc1N(CC(=O)NC1CCCC1)S(=O)(=O)c1ccc(C)cc1 | 0.3 | 0.3% | -4% | -27 | 23 | i | 71 | 2% | 2% | -27% | 10% | 865
Cc1ccc2[nH]c(=O)c(COC(=O)C3CCCO3)cc2c1 (stereo not given) | 1.0 | -0.2% | -5% | . | 58 | i | 70 | -6% | 10% | 7% | -8% | .
COc1cccc(-c2nc(NCC3CCCO3)c3ccccc3n2)c1O (stereo not given) | 5.8 | 0.1% | -5% | 27 | 42 | i | 64 | 1% | 9% | 5% | -8% | 658

The results go on.
The line under a structure holds: NTR1 ag, GPR55 activation, LYP phosphatase, Lipid droplet, T cell HTS vesicle-bound %, T cell HTS, NTR1 ag cell count 20 µM, GPR55 LPI antagonism, MgcRacGAP inhibition, Large T inhibition, GPR35 antagonists, Lipid droplet cells 6.5 µM
COC(=O)c1cc(C#N)c(N2CCOCC2)nc1C
  0.5, -0.3%, -6%, 4, 62, i, 35, -3%, 6%, 7%, -4%, 657
Cc1cc(C)nc(NS(=O)(=O)c2ccc(NC(=O)Cc3ccc(F)cc3)cc2)n1
  -0.7, -0.1%, -7%, -2, 52, i, 62, 14%, 5%, 4%, 12%, 832
CC(=O)N(O)CCCCCNC(=O)CCC(=O)N(O)CCCCCNC(=O)CCC(=O)N(O)CCCCCN
  -1.4, -0.2%, -4%, 10, 65, i, 31, 14%, 4%&-3%, 8%, -4%, 752
CC(Sc1nc2ccccc2c(=O)n1Cc1ccco1)C(=O)c1ccccc1 (stereo not given)
  5.8, 0.2%, -3%, ., 15, i, 56, -8%, 5%, ., -1%, .
Cc1cccc2cc(COC(=O)c3ccccc3)c(=O)[nH]c12
  3.5, -0.2%, -3%, ., 12, i, 38, -2%, 10%, 3%, -6%, .
CCCCCc1c(C)nc(N2CCOCC2)[nH]c1=O
  -1.2, 0.7%, -1%, -7, 46, i, 50, 12%, 1%, 12%, -5%, 668
COc1ccc(-c2nc3ccccc3n2CCC(C)C)cc1OC
  1.0, 0.3%, -4%, 4, 46, i, 54, 0%, 2%, 8%, 2%, 757
Cc1ccn(S(=O)(=O)c2ccc(N3CCCC3=O)cc2)n1
  -0.2, -0.2%, -9%, 29, 18, i, 60, -7%, 1%, 2%, -4%, 551
CCCc1[nH]nc2c1C1(CCN(C(=O)OCc3ccccc3)CC1)C(C#N)=C(N)O2
  1.8, -0.1%, -3%, ., 8, i, 47, -3%, -1%, 5%, 6%, .
CN1CCc2c(OCC(=O)N3CCC(Cc4ccccc4)CC3)cccc2C1=O
  0.2, 0.2%, -1%, -5, 40, i, 55, 16%, -3%, 11%, -1%, 672
CCOc1ccc(N2CC(C(=O)Nc3ccncc3)CC2=O)cc1 (stereo not given)
  -1.9, -0.2%, -6%, 16, 19, i, 48, 9%, 2%, 5%, 2%, 653
Cc1cc(C)n(-c2nc3ccccc3c(=O)n2OCC(N)=O)n1
  0.0, 0.1%, -8%, ., 55, i, 84, 6%, 2%, 11%, 15%, .
O=C(NCc1cccnc1)c1cn(-c2ccccc2)nc1-c1ccccc1
  -1.4, -0.5%, 1%, -3, 3, i, 28, -7%, 3%, 11%, -2%, 679
COc1nc(C)nc2c1sc1nc3c(cc12)COC(C)(C)C3
  -0.8, -0.1%, -4%, -14, 8, i, 54, 9%, 13%, 8%, -5%, 725
Cc1oc(-c2ccc(Cl)cc2)nc1CS(=O)CC(=O)NCCCN1CCOCC1 (stereo not given)
  -0.5, 0.1%, -7%, -15, 22, i, 58, 10%, 10%, 13%, -5%, 671
CCC(c1nnnn1CCOC)N(Cc1cc2cc(C)c(C)cc2[nH]c1=O)CC1CCCO1 (stereo not given)
  -0.7, -0.1%, -2%, -1, 29, i, 77, 5%, 6%, 19%, -13%, 742
O=C(CNc1ccccc1)Nc1cccc2ccccc12
  -0.3, 0.0%, -2%, -1, 63, i, 56, -5%, 0%, 7%, 16%, 768
COC(=O)CCC(=O)N1CCCC(C(=O)c2ccc(Cl)cc2C)C1 (stereo not given)
  0.0, 0.5%, -7%, -47, 35, i, 65, 5%, 8%, 7%, 6%, 804
Cc1ccc(C(=O)Nc2ccccc2Oc2ccccc2)o1
  0.3, -0.1%, -7%, -6, 9, i, 70, 8%, 10%, 15%, -13%, 664
Cc1ccc(NC(=O)N2CCCC2C(=O)NCc2ccc(Cl)cc2)cc1 (stereo not given)
  0.8, 0.3%, -9%, 13, 52, i, 80, 5%, -12%, 6%, 5%, 784
CCc1ccccc1NS(=O)(=O)c1ccc2[nH]cc(C(=O)NC3CCCC3)c(=O)c2c1
  16, -0.1%, 9%, -3, 51, i, 76, -12%, 6%, 7%, 4%, 741
CCCCn1c(N)c(N(CC(C)C)C(=O)CSCC(=O)Nc2ccc(OC)cc2)c(=O)[nH]c1=O
  0.9, ., ., ., 40, i, 74, ., 1%, 14%, ., .
O=C(Nc1nc(-c2ccccc2)cs1)c1ccc2c(c1)S(=O)(=O)c1ccccc1C2=O
  3.1, 0.2%, 7%, -2, 29, i, 88, 10%, 2%, 2%, 8%, 653
COc1ccc(C(=O)NN2C(=S)N(c3ccc(OC)cc3)C(=O)C2CC(N)=O)cc1 (stereo not given)
  0.4, -0.3%, 0%, 32, 34, i, 58, -5%, 9%, 5%, -6%, 669
CCOC(=O)NC(CC(=O)O)c1ccc(OCC)cc1 (stereo not given)
  0.8, 0.0%, -5%, ., 24, i, 78, 12%, 8%, -5%, 6%, .
COc1ccc(-c2oc3cccnc3c2C#CC2(O)CCCCC2)cc1
  22, -0.3%, -6%, ., 15, i, 56, 24%, 12%, 21%, -1%, .
